Source: PubChem (PCMD)
FXIa inh: human FXIa protease inhibitors, primary screen, biochemical, single compound per well | purified human FXIa, fluorogenic AMC substrate cleavage | inhibition, % at 10 µM | actives 0.3% (n = 33,000) | AID 687, 2007;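 active = inhibition above 40% in the primary screen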;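 also: 0% = enzyme without compound and 100% = blank wells lacking enzyme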
FXIIa inh: human FXIIa protease inhibitors, primary screen, biochemical, single well. Coagulation factor XII (Homo sapiens), P00748. purified human FXIIa, AMC substrate fluorescence, 2 h. inhibition, % at 10 µM. actives 0.2% (n = 33,000). AID 701, 2007; in the data active = inhibition above about 30%;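 also: 0% = enzyme with vehicle only and 100% = no enzyme blank; many of its hits are not listed in these tables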
Target sequence (P00748 20-372 limits assumed): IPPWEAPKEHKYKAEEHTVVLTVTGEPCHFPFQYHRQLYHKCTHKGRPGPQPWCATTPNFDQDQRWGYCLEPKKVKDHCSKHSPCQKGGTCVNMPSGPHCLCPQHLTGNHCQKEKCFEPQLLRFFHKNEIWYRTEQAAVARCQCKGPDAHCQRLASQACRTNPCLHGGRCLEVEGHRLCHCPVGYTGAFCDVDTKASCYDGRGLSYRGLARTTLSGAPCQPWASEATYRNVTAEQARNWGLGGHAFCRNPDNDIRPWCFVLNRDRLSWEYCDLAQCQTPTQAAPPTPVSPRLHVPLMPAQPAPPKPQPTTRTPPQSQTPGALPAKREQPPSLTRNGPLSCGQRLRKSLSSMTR
Target sequence (P00748 373-615 limits assumed): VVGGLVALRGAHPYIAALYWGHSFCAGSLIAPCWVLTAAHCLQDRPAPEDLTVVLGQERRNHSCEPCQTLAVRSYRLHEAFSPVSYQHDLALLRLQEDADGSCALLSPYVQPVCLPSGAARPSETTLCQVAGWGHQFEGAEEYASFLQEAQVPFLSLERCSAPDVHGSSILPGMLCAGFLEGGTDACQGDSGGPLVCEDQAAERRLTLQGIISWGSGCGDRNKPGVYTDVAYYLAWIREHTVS
* marks the source's active call; other numbers are inactive results. A portion of the library (hit frequency here may not be typical).

FXIa inh	FXIIa inh	SMILES
0	-14	CCC(C)c1ccc(OCC(=O)O)cc1 (stereo not given)
-17	-64	COc1ccccc1C1CN(c2ccc(F)cc2F)N=C1c1cccs1 (stereo not given)
-4	9	c1ccc(COc2ccc(OCCCCN3CCCCC3)cc2)cc1
12	-20	COC(=O)NC(=C(Cl)Cl)S(=O)(=O)c1ccccc1
-7	0	O=P(OC1CCCCC1)(OC1CCCCC1)C(O)c1c(Cl)cccc1Cl (stereo not given)
3	9	COCCN(C(=O)CCC(=O)Nc1ccccn1)C(C(=O)NCCC(C)C)c1ccc(OC)cc1 (stereo not given)
-6	4	CC1CCCCN1C(=O)NC12CC3CC(CC(C3)C1)C2 (stereo not given)
-5	-4	CCCN1C(=O)SC(CC(=O)Nc2ccccc2C)C1=O (stereo not given)
16	6	CC(C)(C)c1nc2c(C#N)c(-c3ccc(Cl)cc3)ccn2n1
0	2	Cc1cc(Cl)c(S(=O)(=O)NCc2ccccc2)cc1OCC(N)=O
0	2	CC(=O)Nc1ccc(S(=O)(=O)N2CCN(CC(O)COc3ccc4ccccc4c3)CC2)cc1 (stereo not given)
5	5	O=C(C1CC(=O)N(C2CCCC2)C1)N1CCN(c2ccccc2F)CC1 (stereo not given)
-4	3	CC(=O)Nc1ccc(S(=O)(=O)NC2(C(F)(F)F)C(=O)Nc3c2c(=O)[nH]c(=O)n3C)cc1 (stereo not given)
10	7	CC(=O)N(/N=C1\Sc2ccccc2C1=O)c1cccc(C)c1
3	4	O=C1COc2ccc3ccccc3c2CN1
2	1	Cc1noc(C)c1S(=O)(=O)N1CCC(C(=O)N2CCN(c3ccc(Cl)cc3)CC2)CC1
1	6	CCOc1ccc(-c2nnc(SCC(=O)N(CC)CC)n2N)cc1
-1	5	O=C(c1c[nH]c(C(=O)C(Cl)(Cl)Cl)c1)c1ccccc1Cl
10	7	O=C(Cn1nc(Cc2cccnc2)c2ccccc2c1=O)NCc1ccc(F)cc1
4	-8	O=C(NCc1cccnc1)/C(=N\O)c1ccccc1
-2	-4	CC1=C(OC(=O)c2ccccc2)C(C)(C)C(c2ccc(Br)cc2)OC1=O (stereo not given)
-1	1	CCOc1ccc(NC(=O)CN(C)CC(=O)Nc2cccc(Cl)c2C)cc1OCC
-2	2	Clc1cc(Cl)c2nc(N3CCOCC3)sc2c1
-4	2	CC(=O)NCC(=O)N(Cc1ccco1)C1(C(=O)NC2CCCCC2)CCCCC1
-16	-11	O=C(CSc1nc2c(c(=O)n1-c1ccc(Br)cc1)SCC2)NCc1ccco1

A second format for 4 compounds above:
Compound: COc1ccccc1C1CN(c2ccc(F)cc2F)N=C1c1cccs1 (stereo not given)
  FXIa inh: -17	FXIIa inh: -64
Compound: c1ccc(COc2ccc(OCCCCN3CCCCC3)cc2)cc1
  FXIa inh: -4	FXIIa inh: 9
Compound: COC(=O)NC(=C(Cl)Cl)S(=O)(=O)c1ccccc1
  FXIa inh: 12	FXIIa inh: -20
Compound: O=P(OC1CCCCC1)(OC1CCCCC1)C(O)c1c(Cl)cccc1Cl (stereo not given)
  FXIa inh: -7	FXIIa inh: 0

Arranged by SMILES length (ascending): 5 of the compounds above.
FXIa inh	FXIIa inh	SMILES
3	4	O=C1COc2ccc3ccccc3c2CN1
10	7	CC(=O)N(/N=C1\Sc2ccccc2C1=O)c1cccc(C)c1
5	5	O=C(C1CC(=O)N(C2CCCC2)C1)N1CCN(c2ccccc2F)CC1 (stereo not given)
-2	-4	CC1=C(OC(=O)c2ccccc2)C(C)(C)C(c2ccc(Br)cc2)OC1=O (stereo not given)
2	1	Cc1noc(C)c1S(=O)(=O)N1CCC(C(=O)N2CCN(c3ccc(Cl)cc3)CC2)CC1

A few values from the entries so far.
FXIIa inh with O=C(c1c[nH]c(C(=O)C(Cl)(Cl)Cl)c1)c1ccccc1Cl is entered as 5
FXIIa inh with CCCN1C(=O)SC(CC(=O)Nc2ccccc2C)C1=O (stereo not given) is entered as -4
FXIIa inh with Clc1cc(Cl)c2nc(N3CCOCC3)sc2c1 is entered as 2

(further entries)
FXIa inh	FXIIa inh	SMILES
-3	8	COc1ccc(S(=O)(=O)Nc2ccc(S(=O)(=O)Nc3nc(C)cc(C)n3)cc2)cc1OC
1	-16	Cc1ccccc1Cn1nnc(C(=O)Nc2cccc(C)c2C)c1N
3	-13	CCOC(=O)c1cnc(-n2nc(C)cc2C)nc1NC1CCCCC1
-4	14	COc1ccccc1NC(=O)c1sc(NC(=O)c2ccco2)c(C#N)c1C
1	-14	CN(C1CCCCC1)S(=O)(=O)c1ccc(NC(=O)C2CCCCC2C(=O)O)cc1 (stereo not given)
-3	9	COc1ccccc1-c1ccc(Nc2cccc(C(C)=O)c2)nn1
0	3	CCN(c1ccc(C)c(C)c1)S(=O)(=O)c1ccc2c(c1)CCN2C(=O)CCC(=O)O
-3	7	Cc1ccc2[nH]cc(CCNC(=O)Nc3ccccc3)c2c1
-3	3	COC(=O)CC1=C(C(=O)OC)C(c2cccc(OCC(N)=O)c2)C(C#N)=C(N)O1 (stereo not given)
11	6	CC(C)C(NS(=O)(=O)c1cccc2nsnc12)C(=O)N1CCn2c1nc1ccccc12 (stereo not given)
-1	0	CC1CCC(=NNC(=O)Cc2ccccc2)CC1 (stereo not given)
-1	3	O=C(NCc1cn2ccccc2n1)c1ccco1
0	11	CCc1nnc(NC(=O)C2COc3ccccc3O2)s1 (stereo not given)
0	1	O=C(NC(=O)c1cccc(Cl)c1)OC[C@@H]1CCCN2CCCCC12 (stereo not given in full)
-12	5	O=C(CCN1c2ccccc2Sc2ccccc21)Nc1ccccc1
8	3	CC1CCCCN1S(=O)(=O)c1ccc(C(=O)Nc2sccc2C(N)=O)cc1 (stereo not given)
-3	0	CC(=O)c1ccc(NC(=O)CSCCO)cc1
0	4	C=CCSc1nnc(-c2nnc(SCC=C)n2CC)n1CC
-6	-4	Cc1cc(S(=O)(=O)Nc2cc(C)c(O)c(C)c2)c(C)s1
5	8	CC(=O)NCC1=C(NC(C)=O)C2CC1C(C)(C)C2C (stereo not given)
-1	4	O=C(CCCc1c[nH]c2ccccc12)NCc1ccc2c(c1)OCO2
-2	8	N#Cc1ccc(C23CC4CC(CC(C4)C2)C3)[nH]c1=O
-1	7	CC(NC(=O)C1CCC1)c1ccc(Cl)cc1 (stereo not given)
-4	2	CCOC(=O)N1CCN(C(=O)c2ccc(OC)c(OC)c2)CC1
3	1	Cn1cccc1C(=O)NC(=O)COC(=O)CC12CC3CC(CC(Br)(C3)C1)C2

Given with bars between the fields: part of the list above
SMILES | FXIa inh | FXIIa inh
CC(C)C(NS(=O)(=O)c1cccc2nsnc12)C(=O)N1CCn2c1nc1ccccc12 (stereo not given) | 11 | 6
O=C(CCCc1c[nH]c2ccccc12)NCc1ccc2c(c1)OCO2 | -1 | 4
CCc1nnc(NC(=O)C2COc3ccccc3O2)s1 (stereo not given) | 0 | 11
CCOC(=O)c1cnc(-n2nc(C)cc2C)nc1NC1CCCCC1 | 3 | -13
COC(=O)CC1=C(C(=O)OC)C(c2cccc(OCC(N)=O)c2)C(C#N)=C(N)O1 (stereo not given) | -3 | 3

Other compounds follow.
FXIa inh	FXIIa inh	SMILES
2	10	CCOC(=O)C1CCCN(C(=O)COc2ccccc2O)C1 (stereo not given)
-10	7	COc1cc2c(cc1NC(=O)CCCCCN1C(=O)CCC1=O)oc1ccccc12
8	4	CC(C)c1ccc(CC(C)C2C3=C(CCCC3=O)OC3=C2C(=O)CCC3)cc1 (stereo not given)
5	5	COc1cc(OC)c(C2C(C(=O)N3CCOCC3)=C(C)NC3=C2C(=O)CC(C)(C)C3)cc1OC (stereo not given)
3	-4	C=CCn1cc(-c2ccccc2)cc(C#N)c1=O
1	-14	COC(=O)c1ccc(NC(=O)c2ccccc2NS(C)(=O)=O)cc1
-9	-1	O=S(=O)(Nc1nc2ccccc2s1)c1ccc(Cl)s1
-1	1	Cc1cc(C)c(S(=O)(=O)N2C=CC(C(F)(F)F)=NCC2)c(C)c1
-1	17	C/C(=N\NC(=O)c1nc(C)cc(C)n1)c1ccccc1
15	-11	Cn1c(NN)nc2sc3c(c2c1=O)CCC3
-6	6	CCOC(=O)CCc1c(C)c(C#N)c2nc3ccccc3n2c1-n1ccnc1C
-3	3	CC(C1CC1)N(C(=O)NC1CCS(=O)(=O)C1)c1ccccc1 (stereo not given)
3	7	O=C(CSc1cn(CCNC(=O)c2cccs2)c2ccccc12)NC1CCCCC1
14	-9	CCCN(CCC)C(=O)CSc1ncccc1C(=O)O
1	-16	CCOC(=O)c1cc2cc(OC)ccc2nc1C
-2	4	CCOC(=O)c1ccc2c(c1)N(CC)/C(=C\C=C1/SC(=S)N(CC)C1=O)N2CC
-3	-12	O=C(Nc1cccc(Cl)c1)Nc1cccc(Cl)c1
4	8	CCN(CC)CCOC(=O)c1ccc(Cl)cc1
2	6	O=C(NCC1CCCO1)c1ccc(NC(=O)C2C3C=CC(C3)C2C(=O)O)cc1 (stereo not given)
-4	1	CC(C)(C)c1cc(C(=O)Nc2cccc3ccccc23)ccn1
-4	5	COc1cc(C2c3c(oc4ccccc4c3=O)C(=O)N2Cc2ccncc2)ccc1O (stereo not given)
-10	6	c1ccc(C2=Nc3ccccc3SC2c2nc3ccccc3[nH]2)cc1 (stereo not given)
3	5	O=C(OCC(=O)N1CCc2ccccc21)c1ccc(Cl)nc1
-7	6	CC12CC3CC(C)(C1)CC(CN1CCOCC1)(C3)C2
5	5	O=[N+]([O-])c1ccc(Oc2cccc(Br)c2)c2ccncc12

Next part:
FXIa inh	FXIIa inh	SMILES
-1	12	CCN1C(=O)/C(=C\N(C)C)c2ccccc21
-3	4	CCCC(=O)Nc1nc2ccc(NC(=O)c3ccc(Br)o3)cc2s1
-2	-12	CCOC(=O)c1cc(C)n(CCCN2CCOCC2)c1C
-3	-1	COc1ccc(C2c3c(ncn(CCN4CCOCC4)c3=N)Oc3ccc4ccccc4c32)cc1 (stereo not given)
-8	5	O=C(Nc1nnc(SCc2c(Cl)cccc2Cl)s1)C1CCCO1 (stereo not given)
9	5	CC1Cc2cc(/C(O)=C3/C(=O)C(=O)N(CCCn4ccnc4)C3c3ccncc3)ccc2O1 (stereo not given)
6	2	O=C(CN1CCCCCC1)NCCc1ccc(F)cc1
-9	4	CCN1CCc2c(C#N)c(N3CCOCC3)nc(NCc3ccccc3)c2C1
11	6	COc1cccc(NC(=O)Cc2cn(C)c3ccccc23)c1
40*	-13	Cn1c(SCC(=O)NC2CCCCC2)nnc1-c1cccc(N)c1
-7	-4	Cc1c(Br)cc(C(=O)N2CCCCCC2)c(C)c1C
24	-15	Cc1ccc(S(=O)(=O)N(c2cccc(C)c2)C2CCS(=O)(=O)C2)cc1 (stereo not given)
4	4	COC(=O)c1ccc(COc2cccc(OC)c2)o1
-3	-2	COc1ccc(OC)c(NC(=O)Cc2coc3ccc4ccccc4c23)c1
-2	3	COc1cccc(N(C(=O)c2ccco2)C(C(=O)NC2CCCC2)c2cccnc2)c1 (stereo not given)
-9	7	CCOC(=O)N1CCN(CC(=O)Nc2cccc(Br)c2)CC1
-1	12	Cc1cccc(Nc2ncccc2C(=O)O)c1C
-8	3	Cc1noc(C)c1C(=O)Nc1sc(C)c(C)c1C#N
29	-16	CCCn1nnc(NC(=O)c2cccc(OCc3ccccc3)c2)n1
-3	5	O=C(Nc1ccc(Cl)cn1)c1cnn2cccnc12
5	3	CCCOc1ccccc1C1CC(=O)NC(C)=C1C(=O)OCC(C)C (stereo not given)
25	-17	CCOc1ccc(C(O)Cn2c(=N)n(CCN3CCCCC3)c3ccccc32)cc1 (stereo not given)
6	1	CCc1ccc2[nH]c(=O)c(C3C(C#N)=C(N)Oc4c3ccc3cccnc43)cc2c1 (stereo not given)
-1	4	COc1ccc(-n2nnnc2Sc2ccc(S(=O)(=O)N3CCOCC3)cn2)cc1
-1	0	CCOC(=O)c1ccc(NC(=O)c2cccc(S(=O)(=O)N3CCOCC3)c2)cc1

Carrying on.
FXIa inh	FXIIa inh	SMILES
-2	10	CCOC(=O)c1sc(NS(=O)(=O)c2cc(C)ccc2C)nc1C
-2	0	O=C(Nc1ccc2nn(-c3ccccc3)nc2c1)c1cccnc1
36	5	COc1cc(C(=O)N2CCC(NC(=O)C(Cc3ccc(C(C)C)cc3)NC(C)=O)CC2)cc(OC)c1OC (stereo not given)
8	11	O=C(O)c1c(Cl)c(Cl)c(Cl)c(Cl)c1C(=O)N1CCCC1
32	-19	Cc1ccc(Cn2c(S(=O)(=O)O)nc3ccccc32)cc1
0	6	COc1ccc(NC(=O)c2ccc3snnc3c2)cc1
4	9	COc1c(Cl)cc(-c2noc(C)c2C(=O)NCCc2ccc(C)cc2)cc1Cl
2	11	Cc1cc(C)cc(N(CC(=O)NCc2ccco2)C(=O)c2snc(C(N)=O)c2N)c1
-11	-4	O=C(CSc1nnc2ccccn12)Nc1ncc(Cl)cc1Cl
4	6	Cc1ccc(S(=O)(=O)N(C)CC(=O)N2CCCC2)cc1
-1	2	COC(=O)c1ccc(C2NC(C(=O)O)CS2)cc1 (stereo not given)
2	2	Cc1nc2ccccc2nc1SCC(=O)N1CCC(C)CC1
6	10	CCN(CC)Cc1c(CC(C)C)oc(C)c1C(=O)O
0	0	Cc1cnc(NC(=O)CSc2c(Cl)cccc2Cl)s1
-10	3	O=C(CCN1C(=O)COc2ccccc21)N1CCCCC1
-1	7	CC1CCCCC1NC(=O)CSc1nnc(N)s1 (stereo not given)
1	10	O=C(c1ccco1)n1c(=S)nc2ccccn21
7	6	O=[N+]([O-])c1ccc(NCCNc2ccc(Cl)nn2)cc1
12	-14	O=C(O)COc1cccc2ccccc12
3	5	Cc1cccnc1NC(=O)COc1ccc2oc3c(c2c1)CCCC3
2	10	O=C(NC1CCS(=O)(=O)C1)Oc1ccc(Cl)cc1 (stereo not given)
-7	4	Cc1nn(-c2ccccc2)c(C)c1C1C(C#N)=C(N)Oc2n[nH]c(C)c21 (stereo not given)
4	3	O=C1CC(O)(c2ccccc2)C(c2ccccc2)=C1c1ccccc1 (stereo not given)
